Bioassay records as filed in PubChem.
TLR9-MyD88 block – blocks human TLR9 binding to MyD88. Q9NR96+Q99836. CHO BLA complementation TLR9-MyD88, CCF4 FRET ratio. inhibition, % at 4.98 µM. actives 0.21% (n = 340,000). AID 504734;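 active = inhibition above the mean over all tested compounds plus 3 SD, cut at about 21% in these data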;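 note: 0% = DMSO only wells and 100% = clavulanate BLA inhibitor control wells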
ABCB6 inh 2 – inhibitors of human ABC transporter ABCB6. Q9NP58. K562-ABCB6 porphyrin accumulation, flow cytometry, 1 h; stronger effect = lower value. fluorescence ratio to DMSO, % at 10 µM. actives 0.19% (n = 360,000). AID 602162;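 active = fluorescence ratio to DMSO below 75%, the collection mean minus 3 SD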;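 note: signal is porphyrin accumulated inside mitochondria; 100% equals median channel fluorescence of DMSO control wells; lower ratio means ABCB6 inhibition with less porphyrin fluorescence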
aDG glyco up – alpha-DG glycosylation activation. Pro5-aDG cells, alpha-DG glycosylation AlphaScreen (IIH6); 0% Pro5, 100% B10-LARGE cell signal. activation, % at 10 µM. actives 0.22% (n = 360,000);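 active = activation of at least 8% versus controls, or a plate z-score of at least 8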;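 note: Pro5 are CHO cells carrying HIG-tagged alpha-DG that lacks glycosylation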
MC4R antag cAMP – blocks human MC4R cAMP signaling; P32245; MC4R-expressing cells, MTII-stimulated cAMP, LANCE TR-FRET; inhibition, % at 6.5 µM; actives 0.48% (n = 360,000); AID 540295;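 active = inhibition above its plate's cutoff, the mean of tested wells on that plate plus 3 SD, cut at about 29% in these data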;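 note: 0% = Melanotan II alone and 100% = Melanotan II plus saturating MCL0020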
Target sequence (P32245 whole entry, looked up): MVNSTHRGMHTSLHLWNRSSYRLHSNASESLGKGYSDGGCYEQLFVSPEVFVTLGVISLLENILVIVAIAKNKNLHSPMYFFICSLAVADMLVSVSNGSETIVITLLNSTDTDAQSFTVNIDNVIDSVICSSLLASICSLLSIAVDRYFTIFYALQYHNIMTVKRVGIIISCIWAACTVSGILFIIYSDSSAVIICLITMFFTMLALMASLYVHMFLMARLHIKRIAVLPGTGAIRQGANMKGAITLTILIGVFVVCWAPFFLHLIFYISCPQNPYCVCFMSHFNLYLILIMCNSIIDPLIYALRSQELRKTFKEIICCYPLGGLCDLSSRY
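Assay system: U2OS cells stably expressing human melanocortin 4 receptor (MC4R) / Dosing: 6.5 µM / Timing: compound 30 min, challenge 1 h, detection 1 h / Measured by: Eu-cAMP/anti-cAMP TR-FRET, emission 671 nm / Replicates: singlicate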
NOD2-RIPK2 inh – NOD2-RIPK2 protein interaction inhibition. O43353. CHO BLA complementation NOD2-RIPK2, CCF4 ratio. inhibition, % at 4.98 µM. actives 0.38% (n = 360,000); in the data active = inhibition above about 21%;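 note: 0% = vehicle only and 100% = reference blocker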
Target sequence (O43353 whole entry, looked up): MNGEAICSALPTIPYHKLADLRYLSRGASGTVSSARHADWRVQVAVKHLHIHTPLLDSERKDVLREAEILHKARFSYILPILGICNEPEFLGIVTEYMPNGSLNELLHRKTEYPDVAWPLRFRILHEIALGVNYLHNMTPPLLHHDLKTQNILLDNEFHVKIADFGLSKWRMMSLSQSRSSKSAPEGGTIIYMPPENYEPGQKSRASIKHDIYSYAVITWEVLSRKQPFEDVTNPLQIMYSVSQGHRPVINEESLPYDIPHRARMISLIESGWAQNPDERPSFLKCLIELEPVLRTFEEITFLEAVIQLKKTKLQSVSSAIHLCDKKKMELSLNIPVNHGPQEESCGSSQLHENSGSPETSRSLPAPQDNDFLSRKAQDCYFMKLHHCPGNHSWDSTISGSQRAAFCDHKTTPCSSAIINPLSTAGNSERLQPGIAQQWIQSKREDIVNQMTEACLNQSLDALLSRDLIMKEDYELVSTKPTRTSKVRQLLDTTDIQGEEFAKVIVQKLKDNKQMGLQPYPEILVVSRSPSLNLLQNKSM
N-glyco inh – blocks N-linked glycosylation in D54 reporter cells; actives 0.23% (n = 360,000); AID 588692; D54 ERlucT glycosylation luciferase reporter, 24 h; percent of 100 nM tunicamycin response; reporter increase, % at 12.5 µM;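 active = mean luciferase reporter signal, scaled so untreated is 0 and the glycosylation-blocking control 100, at or above a set limit in every replicate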;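 note: luciferase carries N-glycosylation sites so blocking glycosylation raises the light; 0% = median of neutral control wells and 100% = median of 100 nM tunicamycin wells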
ABHD5 PLIN5 PPI – blocks binding of human ABHD5 to perilipin-5 | Q00G26+Q8WTS1 | Split G. princeps luciferase complementation, luminescence, 4 h | inhibition, % at 4 µM | actives 0.78% (n = 360,000) | AID 602281;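 active = inhibition above the mean inhibition across every tested compound plus 3 SD, cut at about 22% in these data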;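 note: 0% = DMSO only wells and the 100% control is not disclosed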
Vif inh – blocks HIV Vif function | HEK293T cells, Vif self-association by quenched fluorescence, imaging, 24 h | inhibition, % at 7.49 µM | actives 0.35% (n = 340,000) | AID 602346; in the data active = inhibition above about 50%, passing the limit was not always enough; note: some results filed as inactive read as strong as hits
Exocytosis inh – blocks lytic granule exocytosis | TALL-104 LAMP-1 surface exposure, flow cytometry; cells stimulated with thapsigargin and PMA | inhibition, % at 10 µM | actives 0.66% (n = 360,000) | AID 651702;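 active = inhibition above about 55%, limit read from the data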
MC4R ag barr – agonists of human melanocortin 4 receptor (MC4R) beta-arrestin; actives 0.98% (n = 360,000); activation, % at 8.9 µM; P32245; AID 540308; U2OS MC4R beta-arrestin complementation, luminescence; percent of melanotan II response, DMSO zero;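 active = activation above a per-plate cutoff, the mean activation of sample wells on that plate plus 3 SD, cut at about 8% in these data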
* = called active by the depositor; . = no result given.

SMILES	TLR9-MyD88 block	ABCB6 inh 2	aDG glyco up	MC4R antag cAMP	NOD2-RIPK2 inh	N-glyco inh	ABHD5 PLIN5 PPI	Vif inh	Exocytosis inh	MC4R ag barr
Cc1ccc2cc(CN(CCCN3CCOCC3)C(=O)NC3CCCCC3)c(=O)[nH]c2c1C	0	99	0.0	18	7	4	0	-4	-1	-1.6
Cc1ccccc1C(=O)Nc1cc(S(=O)(=O)N2CCCCC2)ccc1N1CCN(C)CC1	-12	101	0.0	-5	1	-2	-4	2	2	-0.4
COc1ccc(CCNC(=O)C2c3ccccc3C(=O)N2CCC(C)C)cc1OC (configuration not stated)	5	99	0.0	11	-5	1	6	-10	8	0.8
Cc1ccc(/C=N/NC(=O)CNC(=O)COc2ccccc2)cc1	6	94	0.1	4	2	2	0	0	-2	-0.4
CCOc1cccc(CNc2nnnn2C)c1	-10	102	-0.2	3	-18	2	0	-3	4	-0.5
CSc1nsc(SCC(=O)Nc2cc(C(=O)O)ccc2C)n1	6	97	0.7	4	-3	0	-5	-2	7	-4.1
COc1ccc(N(CC(=O)NCCSC(C)(C)C)S(C)(=O)=O)c(OC)c1	5	99	0.0	-11	-9	0	2	5	-6	-0.6
COC(=O)c1cc2oc(C)cc2n1CC(=O)Nc1cc(C)cc(C)c1	0	102	0.1	3	-2	1	-2	-13	-3	0.2
CCOc1ccc(Br)cc1S(=O)(=O)NC1CCCC1	-4	96	0.2	-2	-3	-3	4	-2	-2	-3.3
COc1ccc(N2CCN(C(=O)c3cccs3)CC2)cc1	2	99	0.0	-1	1	-1	-3	-5	-6	-1.7
O=C(NNC(=S)Nc1ccccc1)c1ccncc1	5	101	-0.3	17	-5	2	1	7	-5	-0.4
Cc1cc2cc(CNC(=S)Nc3ccc(OC(F)F)cc3)ccc2n1C	-1	110	-0.1	22	0	-5	7	0	-2	-0.4
CS(=O)(=O)c1ccc2nc(NC(=O)c3cc4ccccc4o3)sc2c1	6	86	-0.2	5	1	-1	-2	.	0	-1.8
CC(=O)c1ccc(N2CCN(C(=O)c3ccc(-c4ccccc4)cc3)CC2)cc1	-4	97	0.0	4	-6	2	5	-8	2	1.9
COc1cc(/C=C(/C#N)C(=O)Nc2ccc(C)cc2)ccc1Oc1nc(Cl)ncc1F	-12	104	0.3	-14	10	4	-4	-3	6	-2.5

Shown as a markdown table: entries from further up.
| SMILES | TLR9-MyD88 block | ABCB6 inh 2 | aDG glyco up | MC4R antag cAMP | NOD2-RIPK2 inh | N-glyco inh | ABHD5 PLIN5 PPI | Vif inh | Exocytosis inh | MC4R ag barr |
| --- | --- | --- | --- | --- | --- | --- | --- | --- | --- | --- |
| CC(=O)c1ccc(N2CCN(C(=O)c3ccc(-c4ccccc4)cc3)CC2)cc1 | -4 | 97 | 0.0 | 4 | -6 | 2 | 5 | -8 | 2 | 1.9 |
| COC(=O)c1cc2oc(C)cc2n1CC(=O)Nc1cc(C)cc(C)c1 | 0 | 102 | 0.1 | 3 | -2 | 1 | -2 | -13 | -3 | 0.2 |

Going on with the list:
SMILES	TLR9-MyD88 block	ABCB6 inh 2	aDG glyco up	MC4R antag cAMP	NOD2-RIPK2 inh	N-glyco inh	ABHD5 PLIN5 PPI	Vif inh	Exocytosis inh	MC4R ag barr
CCOc1ncccc1C(=O)OCC(=O)N1c2ccccc2CC1C (configuration not stated)	-1	96	-0.1	-1	-4	0	5	2	-2	-0.1
Cc1cccc(CN2CCN(C(=O)CCc3nnc(C4CCCCC4)o3)CC2)c1	-7	97	-0.1	20	4	0	1	10	0	-0.8
Cc1nn(-c2ccccc2)c(N2CCCC2)c1/C=N/NC(=S)Nc1ccccc1F	7	98	0.5	1	4	-11	-4	-7	0	14*
O=C(NCCCN1CCOCC1)c1ccc(S(=O)(=O)Nc2ccccc2)cc1	2	95	0.0	0	-2	-2	2	-19	2	-0.1
CCOc1ccc(/C(O)=C2/C(=O)C(=O)N(CCN(C)C)C2c2ccccc2)cc1Cl (configuration not stated)	-9	97	-0.1	16	-16	1	0	3	2	-1.0
Cc1ccc(F)cc1NC(=O)N1CCN(c2ccnc3cc(Cl)ccc23)CC1	-2	98	0.2	1	2	-3	0	1	27	-0.6
CC1CC(C)CN(C(=O)CNC(=O)c2ccc3ccccc3c2)C1 (configuration not stated)	-5	94	0.4	16	-8	1	4	-18	2	-1.9
N#CCNC(=O)c1cccn1-c1ncc(C(F)(F)F)cc1Cl	1	98	0.2	6	-2	-1	3	12	-2	-2.2
Cc1onc(-c2ccccc2)c1C(=O)Nc1ncc([N+](=O)[O-])s1	-5	93	0.0	-3	-9	-1	5	3	-17	-2.3
CC(=O)N[C@H]1[C@H]([C@H](O)[C@H](O)CO)OC(C(=O)O)=C[C@@H]1O	8	99	0.3	-3	-7	-1	2	-1	-3	1.7
COc1ccc(C2=NOC(C)(c3nnc(-c4ccncc4)o3)C2)cc1 (configuration not stated)	-6	96	0.1	-2	-3	2	-7	-1	-5	-0.1
Cc1cc(N2CCOCC2)ccc1/C=C1\NC(=O)N(CC(=O)Nc2ccccc2C)C1=O	-3	99	-0.1	-7	-2	3	2	15	-1	-2.0
COc1ccc(/C=C(\NC(=O)c2cccs2)C(=O)Nc2ccccc2C)cc1OC	6	97	-0.3	6	-1	1	-7	-1	-5	-2.6
O=C(OCc1ccc(F)cc1)c1ccc2c(c1)-c1ccccc1C2=O	4	103	-0.3	11	-8	-3	1	8	-3	-0.1
C/C(=N/Nc1nc(C)cc(-c2ccccc2)n1)c1ccco1	-18	92	0.0	14	2	2	-5	4	-3	-0.2
O=C(CNC(=O)c1ccco1)NC1CCCCCC1	-5	97	0.2	2	-4	0	1	17	6	0.2
Cc1ccc(S(=O)(=O)c2cc3c(=O)n4cccc(C)c4nc3n(CCc3ccccc3)c2=N)cc1C	-1	116	-0.4	-4	-7	4	-3	5	-2	-2.7
CCC(C)n1nccc1NC(=O)C(C)Cl (configuration not stated)	-11	96	-0.4	5	-6	-1	3	-9	0	-0.7
COc1ccc(C(=O)NC(=S)Nc2ccc(N3CCOCC3)c(Cl)c2)cc1[N+](=O)[O-]	-8	96	0.6	9	3	-2	3	-13	5	0.2
CC1=CC(C)(C)NC(=S)N1c1cc(C)cc(C)c1	-1	95	0.1	6	3	0	0	3	-3	-0.8
Cc1ccc(-c2c[n+](CC(=O)Nc3ccccc3C)c3n2CCC3)cc1	13	97	-0.1	10	-3	1	7	-6	4	0.6
CC1CCCC(C)N1C(=O)CSc1nnnn1C1CCCC1 (configuration not stated)	2	94	0.0	5	-11	2	3	5	-4	0.5
COc1ccc(C2=Nn3c(nnc3-c3ccccc3C(F)(F)F)SC2)cc1OC1CCOC1 (configuration not stated)	-4	101	0.0	-52	0	3	1	2	-1	-0.4
COc1ccc(C(=O)CN2CCN(S(=O)(=O)c3cccc([N+](=O)[O-])c3)CC2)cc1	5	102	0.2	10	-6	1	2	29	-2	-2.1
CCSc1nnc(NC(=O)/C=C/c2ccco2)s1	2	94	0.0	1	2	7	6	-5	-3	1.9
CCCN(C(=O)COC(=O)CNS(=O)(=O)c1ccc(NC(C)=O)cc1)C1CCS(=O)(=O)C1 (configuration not stated)	-7	95	-0.2	3	-4	2	-6	-2	0	-0.3
Cc1occc1C(=O)NNC(=O)CN1C(=O)NC(C)(c2ccccc2)C1=O (configuration not stated)	15	95	0.1	1	9	0	3	13	-4	-3.5
Cc1cc(=O)n2nc(N3CCC(C(=O)NCc4ccccc4Cl)CC3)sc2n1	0	107	-0.3	3	-4	3	5	2	-1	1.6
O=C(NCc1ccccc1F)C(c1ccccc1)c1ccccc1	1	97	0.1	9	3	-3	-8	-2	0	-0.5
Cc1ccccc1CN1C[C@@H]2C[C@@H](c3cn[nH]c3-c3ccccc3)N3CCC[C@@]23C1=O	-15	95	0.9	6	-6	-3	-6	17	0	-1.4
O=[N+]([O-])c1cccc(-c2ccc3nnc(SCc4cccnc4)n3n2)c1	1	106	-0.1	0	7	-5	4	-3	15	-2.3
NC(=O)Cn1c(=O)n(-c2ccccc2)c(=O)c2oc3ccccc3c21	-11	99	-0.1	3	-1	3	1	6	1	-2.8
Cc1cc(C)c(NC(=O)NC(=O)C(Cl)(Cl)Cl)c(C)c1	-1	101	0.1	27	0	1	0	4	2	2.1
Cn1ccnc1SCCC#N	-7	.	-0.4	-2	-3	2	5	0	1	-1.0
O=C(N/N=C/C(Br)=C\c1ccccc1)c1ccc2nc[nH]c2c1	6	112	-0.1	8	7	13	11	-1	-3	-2.0
CCOC(=O)C1=C(CC)Nc2ccccc2N=C1NC(=O)c1oc2ccccc2c1C	-14	94	-0.3	0	-5	-10	-10	-5	4	-0.4
CCC(C)NC(=O)c1ccccc1NC(=O)CN(c1ccc(OC)cc1)S(C)(=O)=O (configuration not stated)	15	122	0.0	4	-3	2	4	6	-3	-3.0
COc1cc(C(=O)Nc2ccc(C(C)=O)cc2)c(Br)c(OC)c1OC	21*	100	0.6	7	11	0	-2	0	-2	0.0
O=C(CSc1nncc(=O)[nH]1)Nc1cccc([N+](=O)[O-])c1	-9	92	0.0	6	-10	4	-11	6	7	-2.6
CC(=O)Nc1ccc(NCC(O)COc2ccccc2)cc1 (configuration not stated)	-1	113	0.3	-4	-7	1	3	2	1	1.6
O=C1CSC(c2ccccc2F)N1 (configuration not stated)	5	101	-0.2	6	-2	0	12	2	0	-1.4
CCN1CCN(C(=O)c2ccc3c(c2)c(C)c(C)n3Cc2ccccc2)CC1	4	95	-0.2	8	0	-6	4	7	2	-4.3
O=C(CN1CCN(S(=O)(=O)N2CCOCC2)CC1)Nc1ccc(Cl)c(Cl)c1	-5	95	0.1	-7	-5	1	5	0	8	-0.6
CCCCCC/C(=N/O)c1ccccn1	1	92	0.9	11	2	-2	-1	1	1	0.1
CCN(CC)C(=O)CSc1nnc(-c2ccccn2)n1-c1ccc(C)c(C)c1	0	96	0.2	1	-6	0	2	7	6	-2.6
O=C(Cn1ncn2c(cc3ccccc32)c1=O)NCc1ccco1	3	106	0.2	2	-2	-2	29*	5	-5	-0.6
Cc1nn(-c2ccccc2)c2sc(C(=O)N(CC(=O)NC(C)(C)C)Cc3ccco3)cc12	-2	96	-0.2	-1	-5	-2	5	3	-1	-0.1
COc1cccc(C(=O)C[n+]2ccccc2/C=N/O)c1	4	106	0.0	9	1	1	-7	-2	-2	-0.5
C#CCN(C[C@H]1[C@H](OC(=O)NCC2CCCCC2)[C@H](OC(=O)NCC2CCCCC2)C[C@H]2C(=O)N(c3ccccc3)C(=O)[C@@H]12)S(=O)(=O)c1ccc(C)cc1	1	96	-0.2	9	8	0	-4	1	3	-1.1
COc1ccc(NC(=O)CCCC(=O)OCC(=O)c2cccc(OC)c2)cc1	-3	102	0.1	0	-12	2	0	11	1	0.7
Cc1ccc(NC2=NC3(CCCCC3)N=C(N)N2)c(C)c1	0	90	-0.2	1	1	6	4	6	7	0.6
CCSc1ccc2nnc(-c3cccc(F)c3)n2n1	-1	103	0.1	-8	-5	-4	-4	-10	2	-0.8
Cc1cccc2cncc(OCc3nnc(SC(F)F)n3C)c12	.	97	0.0	-6	-4	1	2	1	-3	0.0
CCCC(=O)Nc1nn(C)c2nc3ccc(C)cc3cc12	6	100	0.1	-3	-2	6	6	-16	-3	-0.6

The list is partial; rates above refer to the full screens.
